ELG1 genotoxic – genotoxicity induction in ELG1-luciferase HEK293T cells; Potency, µM (series often up to 46 µM), for the others: at the top dose activity change, positive = activation, most hits filed as activators; HEK293T ELG1-luciferase reporter, luminescence, 16 h; 330,000 tested, 1.3% active; AID 504466; further: % of control where 0% means no effect; nearly all actives have a fitted effect of over 60% in size
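Genotoxic stress is detected as increased luminescence from luciferase-tagged ELG1 in HEK293T cells, measured with ONE-Glo after a 16 hr treatment at 37 °C.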
Rab9 prom act – Rab9 promoter activation. Huh7 Rab9 promoter-luciferase reporter, luminescence, 24 h. Potency, µM (top dose mostly 9.22 µM), for the others: top-dose activation, negative = inhibition, hits mostly activators. 320,000 tested, 2.8% active; further: % of control where 0% means no effect; nearly all actives have a fitted effect of over 60% in size
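Stable Rab9-luc Huh7, 1500 cells/well, 2 h settle; cmpd in DMSO, 24 h, 37 °C/5% CO2; luciferase reagent 10 min RT; luminescence.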
p53 reactivation – restores transcriptional activity of mutant p53; H1299 p53-A138V BP100-luciferase reporter, luminescence, 24 h; Potency, µM (doses to about 92.2 µM), inactives show at the highest dose activity change, positive = activation, hits mostly activators; 320,000 tested, 0.063% active; AID 504706; further: % of control where 0% means no effect; nearly all actives have a fitted effect of over 45% in size
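H1299 (p53-null), stable ts p53-A138V + BP100-Luc; 1000 cells/well, Opti-MEM/10% FBS; cpd 4 pt, 1:5; 24 h, 37 deg C, 5% CO2; detection reagent 10 min RT; luminescence.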
uPA generation – inhibitors of cell surface uPA generation | AID 540303 | Potency, µM (doses to about 38.3 µM), for inactives: at the highest dose activity change, negative = inhibition, most hits filed as inhibitors | 330,000 tested, 0.31% active | cell surface uPA generation assay, qHTS; active means well fitted inhibition curve with a large enough effect; inconclusive means small, poorly fitted or top-dose-only effect; inactive means no such curve, though single readings can be large or run the other way; tested in mouse RAW 264.7 cells; further: on the % scale 0 is the no-effect control and ±100 the full control effect; nearly all actives have a fitted effect of over 55% in size
FLuc counter – firefly luciferase modulation, counter-screen for miR-21 project | Potency, µM (top dose mostly 57.5 µM), without a hit: top-dose activity change, negative = inhibition, hits mostly inhibitors | AID 588342 | P08659 | purified FLuc, Km substrates, luminescence inhibition | 360,000 tested, 6.9% active;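 further: plate controls were vehicle for no effect and reference inhibitor for full effect; nearly all actives have a fitted effect of over 55% in size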
Target sequence (P08659 whole entry, looked up): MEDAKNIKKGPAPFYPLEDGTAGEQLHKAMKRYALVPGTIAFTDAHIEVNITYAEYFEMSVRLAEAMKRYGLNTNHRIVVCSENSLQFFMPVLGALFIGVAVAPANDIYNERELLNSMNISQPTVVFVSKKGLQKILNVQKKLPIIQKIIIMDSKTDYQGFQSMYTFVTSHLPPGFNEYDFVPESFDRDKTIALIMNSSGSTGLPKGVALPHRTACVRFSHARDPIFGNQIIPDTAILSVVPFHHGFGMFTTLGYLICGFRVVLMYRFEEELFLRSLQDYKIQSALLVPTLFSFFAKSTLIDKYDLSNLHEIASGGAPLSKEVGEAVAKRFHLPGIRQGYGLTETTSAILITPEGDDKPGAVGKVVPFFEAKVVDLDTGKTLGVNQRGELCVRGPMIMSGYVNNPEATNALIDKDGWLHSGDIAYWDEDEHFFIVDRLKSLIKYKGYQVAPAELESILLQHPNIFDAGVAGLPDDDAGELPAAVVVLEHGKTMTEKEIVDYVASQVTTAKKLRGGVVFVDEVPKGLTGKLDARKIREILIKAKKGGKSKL
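Biochemical qHTS of compounds, final roughly 60 µM downward over six points, against 10 nM purified firefly luciferase using Km concentrations of substrates (10 uM D-luciferin, 10 uM ATP) in Tris acetate pH 7.5 buffer; luminescence output.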
MBNL1 CUG block – blocks human MBNL1 binding to CUG repeat RNA; Potency, µM (titrated, usually from 57.5 µM), for the others: at the top dose activity change, negative = inhibition, actives largely listed as inhibitors; Q9NR56; 280,000 tested, 0.036% active; TR-FRET MBNL1-His/biotin-(CUG)12 binding, 665/545 ratio; active means well fitted inhibition curve with a large enough effect in the signal ratio, with a control signal flat, not every such curve was filed as active; inconclusive means small, poorly fitted or top-dose-only effect, or effect the other way, or a change in a side signal; inactive means no such curve, though single readings can be large or run the other way; the % refers to the signal ratio; further: on the % scale 0 is the no-effect control and ±100 the full control effect
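His-tagged MBNL1 binding to biotinylated (CUG)12 RNA was measured by TR-FRET using terbium anti-His antibody (0.055 ng/ul final) and streptavidin-XL665 (5 nM final). Compounds were titrated 92 nM to 58 uM; 60 min at room temperature.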
RORgamma inh – blocks mouse ROR gamma transcriptional activity; Drosophila S2 Gal4-RORgamma UAS-luciferase reporter, 20 h; Potency, µM (titrated, usually from 53.6 µM), without a hit: at the top dose activity change, negative = inhibition, actives largely listed as inhibitors; 310,000 tested, 5.4% active; AID 2551; further: on the % scale 0 is the no-effect control and ±100 the full control effect; nearly all actives have a fitted effect of over 60% in size
Target sequence (P51450 whole entry, looked up, the tested form may be a part): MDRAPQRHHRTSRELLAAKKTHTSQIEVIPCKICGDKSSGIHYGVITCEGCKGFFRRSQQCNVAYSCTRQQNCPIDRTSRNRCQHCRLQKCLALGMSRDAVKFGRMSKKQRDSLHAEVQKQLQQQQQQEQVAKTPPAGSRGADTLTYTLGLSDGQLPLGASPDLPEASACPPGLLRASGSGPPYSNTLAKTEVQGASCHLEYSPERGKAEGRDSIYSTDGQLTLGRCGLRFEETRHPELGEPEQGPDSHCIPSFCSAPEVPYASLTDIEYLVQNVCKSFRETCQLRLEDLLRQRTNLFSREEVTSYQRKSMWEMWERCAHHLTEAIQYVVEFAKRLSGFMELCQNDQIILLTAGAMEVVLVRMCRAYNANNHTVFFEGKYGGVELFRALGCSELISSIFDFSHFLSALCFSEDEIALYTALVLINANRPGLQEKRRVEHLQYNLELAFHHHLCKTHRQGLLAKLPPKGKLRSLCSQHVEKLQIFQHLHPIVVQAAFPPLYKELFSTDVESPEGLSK
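ROR gamma transcriptional activity was tracked as Gal4-UAS luciferase output in stably transfected Drosophila Schneider cells, with compound added 1 hr before 700 uM copper sulfate induction and a 20 hr ambient-temperature incubation.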
BRCA1 expr up – BRCA1 expression activation | 380,000 tested, 1.1% active | MCF7-BRCA1-FFLuc reporter, luminescence, 48 h; response scale: scaled: vehicle 0%, 10 µM genistein 100% | Potency, µM (top dose mostly 46.1 µM), inactives show at the highest dose activation, usual class: activators | AID 624202; further: nearly all actives have a fitted effect of over 80% in size; some results filed as inactive show a strong effect at the top dose
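Activators of BRCA1 expression were detected as increased firefly luciferase luminescence in engineered MCF7 cells after 48 h compound incubation. Signals were scaled to genistein 10 microM as full activation.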
NPC1 promoter act – NPC1 promoter activation. 320,000 tested, 2.4% active. Huh7 NPC1 promoter luciferase reporter, 24 h. AID 485313. Potency, µM (highest dose often 9.22 µM), without a hit: at the highest dose activation, hits mostly activators;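 further: % of control where 0% means no effect; nearly all actives have a fitted effect of over 60% in size; reporter is driven by a mutant NPC1 promoter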
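Luciferase expression driven by the NPC1 promoter was measured in stably transfected Huh7 cells after a 24 h compound incubation, using a luciferase reagent and a luminescence read.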
VP16 counter – inhibits Gal4-VP16 luciferase reporter, ROR gamma counter-screen | 310,000 tested, 3.5% active | Drosophila S2 Gal4-VP16 UAS-luciferase, luminescence, 20 h | Potency, µM (series often up to 53.6 µM), inactives show at the highest dose activity, negative = inhibition, most hits filed as inhibitors | AID 2546;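 further: Gal4-VP16 expression switched on by copper sulfate through the metallothionein promoter; on the % scale 0 is the no-effect control and ±100 the full control effect; nearly all actives have a fitted effect of over 50% in size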
* marks the source's active call; other numbers are inactive results; ? = inconclusive; nt = no result given; [ ] = dose if it differs, or a comment. Unless noted, the call rests on the fitted dose curve; in most records, active means well fitted curve in the direction sought with a large enough effect; inconclusive means small, poorly fitted or top-dose-only effect, or another doubt; inactive means no such curve, though single readings can be large; an effect the other way counts as inactive or inconclusive. Potency means the concentration at half of the fitted maximal effect.

canonical_smiles | uPA generation | MBNL1 CUG block | ELG1 genotoxic | RORgamma inh | FLuc counter | VP16 counter | Rab9 prom act | BRCA1 expr up | p53 reactivation | NPC1 promoter act
COC(=O)[C@@H](C)NC(=O)c1ccc2oc(CCc3ccccc3)nc2c1 | -1% | -2% | ? | 1% | 21µM* | 6% | 2.5µM* | 11µM* | nt | 4µM*
COc1ccc(C2(C)NC(=O)N(CC(=O)NCC(=O)Nc3ccc(F)c(F)c3F)C2=O)cc1OC (stereo not drawn) | -1% | nt | 0% | nt | nt | nt | nt | -11% | -5% | nt
CC(NC(=O)C[n+]1cccc(Br)c1)c1ccccc1 (stereo not drawn) | 12% | 2% | 1% | 19% | 4% | -2% | -6%[1.84 µM] | 0% | 3% | 0%
CCOc1cccc(=O)c2c(C)n(-c3ccc(C(=O)O)cc3)c(C)c12 | 0% | -8% | 5% | ? | -7% | ? | -2% | -4% | 0% | 0%
CN=C1c2c(-c3ccccc3)c3cc(OC)ccc3n2CCN1C | 0% | ? | 16% | 0% | 0% | ? | 3% | -38% | 2% | -4%
Cc1ncc(CN2CCC(CO)(CCOc3ccccc3)CC2)s1 | 1% | -11% | -3% | 20% | 0% | -5% | -3% | 8% | 1% | 1%
C[C@H](CO)N1C[C@H](C)[C@@H](CN(C)C(=O)Nc2ccccc2)Oc2ccc(NC(=O)C3CC3)cc2C1=O | 11% | nt | -1% | nt | nt | nt | nt | -10% | 3% | nt
CC(C(=O)NN=C(c1ccccc1)c1ccccc1)N1CCOCC1 (stereo not drawn) | -1% | 4% | -9% | 30% | -2% | -16%[10 µM] | 2% | -2% | -6% | -4%
O=C(COC(=O)c1ccncc1)Nc1ccc2c(c1)OCO2 | 3% | nt | 3% | nt | nt | nt | nt | -5% | 1% | nt
COc1ccc(-c2cc(C(=O)Nc3ccc(C)c(N)c3)c3ccccc3n2)cc1 | -7% | ? | 5% | ? | 5.4µM* | 3% | 15% | 8% | 14% | 23%
O=C(Cn1c(=O)oc2cc(S(=O)(=O)N3CCCC3)ccc21)N1CCN(c2ccccc2F)CC1 | 6% | 5% | 0% | 16% | 4% | 3% | 0% | 0% | nt | 1%
CCOc1ncccc1C(=O)OCC(=O)NC1CC1 | 2% | -8% | 0% | -1% | 13% | -9% | 1% | 0% | -1% | -2%
Cc1[nH]c(=S)n(CC2CCCO2)c1C (stereo not drawn) | 1% | -2% | 1% | ? | 5% | -4% | -48%[inhibitor] | 5% | -2% | -3%
Cc1c(NC(=O)OCCNC(=O)COc2c(Cl)cccc2Cl)sc(=S)n1C | -3% | 4% | 1% | -23% | -1% | 2% | 7% | -22% | -4% | 10%
COc1ccc(CN2CCCC(CNC(=O)c3ccc(F)cc3)C2)cc1OC (stereo not drawn) | 4% | 7% | 0% | 19% | -2% | -2% | 2% | 12% | -3% | -2%
CCOCCCn1cnc2c(c1=O)c1nc3ccccc3nc1n2-c1ccc(C)cc1 | nt | ? | -5% | -20% | 6% | 0% | 2% | 1% | -15% | -1%
CCN(CC)S(=O)(=O)c1ccc(NS(=O)(=O)c2ccc3oc(=O)[nH]c3c2)cc1 | -2% | -3% | 7% | 0% | 0% | -18% | 0% | -11% | -3% | -1%
O=C(COC(=O)c1cccc(Br)c1)NCCc1ccccc1 | 9% | -4% | 3% | -23% | -1% | -10% | -5% | 50% | 6% | -1%
Cn1c(=O)cc(OCC(=O)N2CCN(c3cccc(C(F)(F)F)c3)CC2)c2ccccc21 | nt | -17% | -10% | ? | -5% | -18% | -4% | -6% | -12% | 1%
COc1ccc(C(=O)Nc2cccc(-c3cnc4ccccc4n3)c2)cc1 | 5% | -4% | -1% | 19% | 2% | 3% | 15% | 4µM* | 25% | 3%
COc1ccc(C(=O)/C=C/c2ccc(N3CCCCC3)c([N+](=O)[O-])c2)cc1 | 16% | -1% | 1% | ? | -19% | 12% | 10% | -69% | ? | 5%
Cc1ccc(NS(=O)(=O)c2ccc(C)c(NC(=S)NCCN3CCOCC3)c2)c(C)c1 | -15% | nt | 1% | nt | nt | nt | nt | -8% | -6% | nt
CCOC(=O)N1CCN(Cc2cn[nH]c2-c2cccc3ccccc23)CC1 | 2% | 15% | -1% | 3% | -1% | -3% | 0% | -32% | 2% | -1%
C/C(=N\NC(=O)c1cc2c(s1)CCC(C)C2)c1ccc[nH]1 (stereo not drawn) | ? | nt | ? | nt | 0.76µM* | nt | 1.6µM* | 5µM* | nt | 1.8µM*
CCOC(=O)[C@H]1[C@H]2COc3ccc(C)cc3[C@@H]2N2C(=O)c3cc(Br)ccc3NC(=O)[C@@]12C | -17% | nt | -1% | nt | nt | nt | nt | -38% | -9% | nt
O/N=C(\c1ccccc1)C(O)c1ccccc1 (stereo not drawn) | 0% | -3% | -6% | -6% | 3% | 2% | 0% | 28% | 0% | 5%
O=C(CCNS(=O)(=O)c1ccccc1F)N1CCN(S(=O)(=O)c2cccc(F)c2)CC1 | 0% | nt | -12% | nt | -12% | nt | -1% | -10% | 1% | 0%
CCNC(=O)Cc1ccc(S(=O)(=O)N2CCOCC2)s1 | 3% | nt | 2% | nt | 3% | nt | 2% | -3% | 0% | -1%
CCCOc1ccc(N2C(=O)CC(SCCN)C2=O)cc1 (stereo not drawn) | -5% | ? | ? | 21%[0.365 µM] | 12µM* | nt | 2.2µM* | ? | ? | 4µM*
NC(=O)c1nsc(C(=O)N(c2ccc(F)cc2)C(C(=O)NC2CCCC2)c2ccncc2)c1N (stereo not drawn) | 4% | 9% | 0% | 5% | -1% | -14% | -3% | 1% | -5% | 0%
COc1ccc(/C=C/C(=O)O)cc1S(=O)(=O)N1CCc2ccccc21 | -3% | 5% | 1% | -3% | 0% | 3% | -3% | 0% | 2% | 1%
Cc1ccc(Cn2nnc(C(=O)Nc3cc(C)ccc3C)c2N)cc1 | nt | ? | -4% | 28% | 0% | -2% | -1% | -26% | -5% | -3%
Cc1ccc(-n2nnnc2SCC(=O)NC2CC2)cc1C | -21% | -4% | 3% | -18% | 7% | 5% | 3% | 6% | -3% | 0%
Cc1ccc2nc(C)cc(C(=O)OCC(=O)Nc3cccnc3Cl)c2c1 | -4% | nt | 2% | 3% | 0% | -4% | 5% | 4% | 3% | 1%
COc1ccccc1NC(=O)CSc1nc(O)c(Cc2ccccc2)c(=O)[nH]1 | -6% | 2% | 0% | -6% | 0% | 0% | -2% | 10% | 3% | -2%
CCCc1cc(=O)[nH]c2nnc(SCC(=O)Nc3nccs3)n12 | 4% | nt | 10% | nt | 0% | nt | 2% | -7% | 4% | 1%
O=C1CCC(/C=C/c2ccccc2)=NN1Cc1ccccc1Cl | 10% | 3% | -6% | 0% | 0% | 6% | -2% | -38% | 2% | -3%
CCCCC(=O)Nc1ccc2c(c1)nc(CN1CCN(C(=O)OCC)CC1)n2C | 8% | -3% | -4% | 18% | -1% | -1% | -4% | 16% | -4% | 2%
COC(=O)c1c(SCc2ccc(C#N)cc2)nc(=O)[nH]c1C | -1% | -2% | -2% | 16% | ? | -3% | -2% | 1% | -1% | -3%
Cc1cc(=O)oc2cc(OCC3CC(c4ccc(Br)cc4)=NO3)ccc12 (stereo not drawn) | nt | -1% | -5% | 35% | 2% | ? | 0% | -65% | 10% | -2%
O=C(c1ccc(N2C(=O)C3C4CC(C(Br)C4Br)C3C2=O)cc1)N1CCCCC1 (stereo not drawn) | 2% | -12% | -2% | nt | -3% | nt | -3% | 13% | nt | 2%
CCCCNC(=O)c1cc(C)no1 | -1% | 7% | 9% | 1% | -1% | 4% | 1% | 6% | 0% | -6%
Cc1cnc(NC(=O)CC2CCCC2)s1 | -2% | -5% | ? | ? | ? | 6% | ? | ? | -3% | ?
Cc1cc(NC(=O)c2cncc(Br)c2)n(-c2ccccn2)n1 | -4% | 4% | 2% | -13% | 1% | 3% | 14% | 9% | -1% | 0%
Cc1ccc(CNC(=O)C2CCN(S(=O)(=O)c3c(C)noc3/C=C/N(C)C)CC2)cc1 | -11% | -9% | 0% | 6% | 3% | -2% | 4% | -21% | -4% | 1%
COc1ccc(Cl)cc1NC(=O)C12CCC(C)(C(=O)O1)C2(C)C (stereo not drawn) | nt | -8% | -6% | -12% | 1% | -5% | 3% | -1% | -8% | 2%
CC(C)[C@@H](CO)NS(=O)(=O)c1ccc(Br)cc1F | 11% | nt | 1% | nt | nt | nt | nt | 11% | -5% | nt
CCOC(=O)C1(Cc2cccc(OC)c2)CCN(C2CCOCC2)CC1 | 0% | 8% | ? | 37% | 3µM* | -21% | ? | -16% | 8% | ?
COc1cccc(-c2nn(-c3ccc(C)cc3)cc2C(=O)N(C)CC(=O)Nc2cccc(F)c2)c1 | 2% | nt | -13% | nt | 8.5µM* | nt | -7% | -76% | 14% | -3%
CN(Cc1ccccc1)S(=O)(=O)c1ccc(NS(C)(=O)=O)cc1 | 1% | -15% | -2% | 27% | 2% | 2% | 1% | 4% | -5% | 1%
CCC(C)NS(=O)(=O)c1ccc(S(=O)(=O)N(CC(=O)Nc2ccccc2)CC2CCCO2)cc1 (stereo not drawn) | nt | -1% | -5% | 5% | -2% | 7% | -6% | -12% | -3% | -4%
C=Cn1cc[n+](CC(=O)c2ccc(Br)cc2)c1 | 2% | -2% | 0% | ? | 3% | 4% | -2% | -2% | -1% | 8%
COc1cc(C(=O)NC2CCCc3ccccc32)cc(OC)c1OC (stereo not drawn) | -1% | -4% | ? | -12% | -1% | -7% | 1% | -43% | -8% | -7%
COc1ccccc1NS(=O)(=O)c1cc(C(=O)NCc2ccco2)ccc1C | -1% | -4% | -1% | 33% | 0% | 9% | -1% | -15% | -4% | 1%
